HT1080 IDH1KD tx: qHTS for induction of synthetic lethality in tumor cells producing 2HG: qHTS for the HT-1080-IDH1KD cell line; 360,000 compounds, 2% hits; HT-1080 IDH1 knockdown viability, ATP luminescence, 48 h; Potency, µM (highest dose often 46.1 µM), inactives show at the highest dose activity, negative = toxicity, usual class: cytotoxic;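 also: potency is read from the fitted curve at half-maximal effect; 0% = DMSO wells and -100% = cell-free medium wells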
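CellTiter-Glo luminescence after 48 h compound exposure at 37 degrees C of IDH1-knockdown HT-1080 cells in 5% FBS RPMI. %Activity scaled between DMSO wells and cell-free media wells, with curves fitted and assigned curve classes.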
MCF10A rereplic: A quantitative high throughput screen for small molecules that induce DNA re-replication in MCF 10a normal breast cells; MCF 10A DNA re-replication, Hoechst nuclear intensity, 48 h; Potency, µM (titrated, usually from 46.1 µM), without a hit: at the highest dose activity, positive = re-replication, hits mostly activators; 350,000 compounds, 2.9% hits; AID 624296, 2012; also: potency is read from the fitted curve at half-maximal effect; % of control where 0% means no effect; nearly all actives have a fitted effect of over 50% in size
S2 tox: Viability Counterscreen for Primary qHTS for Inhibitors of ATXN expression; S2 cells (HEK-293 line with an ATXN2-luciferase reporter) viability, CellTiter-Fluor protease fluorescence, 24 h; Potency, µM (doses to about 56.7 µM), hits mostly cytotoxic; 400,000 compounds, 0.49% hits; AID 651635, 2014; also: potency is read from the fitted curve at half-maximal effect; nearly all actives have a fitted effect of over 40% in size
IL1B secr inh: qHTS for Inhibitors of Inflammasome Signaling: IL-1-beta AlphaLISA Primary Screen | THP-1 LPS/ATP IL-1B secretion, AlphaLISA, 16 h; hits give low values | activity change, % at 57.5 µM | 360,000 compounds, 4.7% hits | AID 743279, 2014; in the data active = activity change below about -50%; inconclusive = mostly about -30% to -49%; also: % is scaled to controls: 0 for no effect and ±100 for the full control effect
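THP-1 cells pretreated 1 hr with compounds (up to 57.5 uM final), then stimulated with LPS (250 ng/mL final) plus ATP (1.25 mM final); secreted IL-1B measured by AlphaLISA after 16 hr, decreased signal indicating inhibition.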
HT1080-NT tox: qHTS for induction of synthetic lethality in tumor cells producing 2HG: qHTS for the HT-1080-NT fibrosarcoma cell line. HT-1080-NT fibrosarcoma viability, CellTiter-Glo ATP luminescence, 48 h. Potency, µM (highest dose often 46.1 µM), inactives show top-dose activity, negative = less viability, actives largely listed as cytotoxic. 360,000 compounds, 1.6% hits;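 also: NT is the 2HG producing partner of a matched IDH1 knockdown line; potency is read from the fitted curve at half-maximal effect; 0% = DMSO-treated cells and -100% = media-only wells without cells; nearly all actives have a fitted effect of over 55% in size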
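Fibrosarcoma NT cells, 750 per well in 5% FBS RPMI, were exposed to compound for 48 hours. Viability: CellTiter-Glo luminescence.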
ATXN2 expr inh: Primary qHTS for Inhibitors of ATXN expression. Potency, µM (titrated, usually from 57 µM), inactives show at the highest dose activity change, negative = inhibition, most hits filed as inhibitors. HEK-293 ATXN2-luciferase reporter, luminescence, 24 h. 360,000 compounds, 0.72% hits; also: potency is read from the fitted curve at half-maximal effect; % is scaled to controls: 0 for no effect and ±100 for the full control effect; nearly all actives have a fitted effect of over 55% in size
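ATXN2-luciferase reporter cells (luciferase flanked by upstream and downstream ATXN2 gene portions) were treated 24 h at 37 °C with compounds at up to 57 uM. SteadyGlo luminescence gave expression; GF-AFC fluorescence gave viability.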
KB-3-1 cytotox: qHTS assay for MDR1-selective chemotherapeutics: Primary screen using the parental adenocarcinoma cell KB-3-1; 400,000 compounds, 1.4% hits; KB-3-1 viability, CellTiter-Glo ATP luminescence, 72 h; AID 1347075, 2019; Potency, µM (top dose mostly 46.1 µM), for inactives: at the highest dose activity change, negative = cytotoxic, usual class: cytotoxic; also: potency is read from the fitted curve at half-maximal effect; % is scaled to controls: 0 for no effect and ±100 for the full control effect; nearly all actives have a fitted effect of over 60% in size
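Cytotoxicity measured as CellTiter-Glo luminescence after 72 h at 37 C. Compound titrations were pinned onto drug-naive KB-3-1 parental adenocarcinoma cells grown in DMEM with 10% FBS, and normalized data fitted to concentration-response curves.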
HepG2 tox: qHTS for Inhibitors of TGF-b: Cytotox Counterscreen; AID 588856, 2011; HepG2 CAGA-GFP viability, ATP luminescence, 18 h; Potency, µM (series often up to 46.1 µM), inactives show at the highest dose activity change, negative = cytotoxicity, hits mostly cytotoxic; 410,000 compounds, 0.76% hits; also: potency is read from the fitted curve at half-maximal effect; some results filed as inactive show a strong effect at the top dose
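CellTiter-Glo luminescence gave cytotoxicity after 18 hours at 37 degrees C. The cells were HepG2 CAGA-GFP in 1% FBS DMEM, stimulated with 500 pg/mL TGF-beta after compound addition. %Activity was normalised to no-cell wells (complete cell-killing) and DMSO (no toxicity), and curves were fitted and classified.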
SW480 rereplic: A quantitative high throughput screen for small molecules that induce DNA re-replication in SW480 colon adenocarcinoma cells | 340,000 compounds, 1.8% hits | SW480 DNA re-replication, Hoechst DNA content imaging, 48 h | Potency, µM (top dose mostly 46.1 µM), for the others: top-dose re-replication activation, hits mostly activators; also: potency is read from the fitted curve at half-maximal effect; % of control where 0% means no effect; nearly all actives have a fitted effect of over 55% in size
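Cells (250 per well) received 23 nL compound or DMSO by pin tool and were kept 48 hr at 37 C, 5% CO2. Nuclei were then stained with Hoechst for 40 min and scanned for DNA content.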
Numbers without * were called inactive; i = inactive; ? = inconclusive; · = no result given; & = joins results of further samples; [ ] = another dose, or the depositor's remark. Unless noted, calls follow the shape of the dose curve; as a rule, active = well fitted curve in the direction sought with a large enough effect; inconclusive = small, poorly fitted or top-dose-only effect, or another doubt; inactive = no such curve, though single readings can be large; an effect the other way counts as inactive or inconclusive.

Start of the listing, in advance:
SMILES | HT1080 IDH1KD tx | MCF10A rereplic | S2 tox | IL1B secr inh | HT1080-NT tox | ATXN2 expr inh | KB-3-1 cytotox | HepG2 tox | SW480 rereplic
CCOCCCNC(=O)Nc1cc(C(=O)NCc2ccc(C(C)C)cc2)ccc1N1CCCC1 | · | · | ? | · | · | -21% | 2% | -12% | ·
O=C(NCc1ccc(Cl)cc1)c1cccc2c1C(=O)N(CC1CCCO1)C2 (configuration not stated) | 2% | 4% | ? | 18 | -24% | -23% | 2% | -12% | -9%

The list itself, from the first entry:
SMILES | HT1080 IDH1KD tx | MCF10A rereplic | S2 tox | IL1B secr inh | HT1080-NT tox | ATXN2 expr inh | KB-3-1 cytotox | HepG2 tox | SW480 rereplic
CCOCCCNC(=O)Nc1cc(C(=O)NCc2ccc(C(C)C)cc2)ccc1N1CCCC1 | · | · | ? | · | · | -21% | 2% | -12% | ·
O=C(NCc1ccc(Cl)cc1)c1cccc2c1C(=O)N(CC1CCCO1)C2 (configuration not stated) | 2% | 4% | ? | 18 | -24% | -23% | 2% | -12% | -9%
CC(C)CC1NC(=O)N(CC(=O)Nc2ccc3c(c2)CCC3)C1=O (configuration not stated) | -9% | 1% | i | -18 | -9% | -6% | -9% | -8% | 0%
C[C@H](CO)N1C[C@H](C)[C@@H](CN(C)S(=O)(=O)c2ccc(Oc3ccccc3)cc2)OCc2cn(nn2)CCCC1=O | -12% | · | i | 5 | 0% | 1% | 0% | -4% | ·
O=S(=O)(c1ccc(SCCO)nc1)N1CCCC1 | 1% | 0% | i | 25 | 9% | 4% | 5% | -19% | -5%
O=C(Nc1ccnn1C1CCN(C/C=C/c2ccccc2)CC1)C1CCCC1 | -3% | ? | i | 0 | -5% | -14% | 0% | -5% | ?
COc1ccc(N(CC(=O)NCc2ccc(C)cc2)S(=O)(=O)c2c(C)nn(C)c2C)cc1 | 13% | 2%&-39% | i | 4 | 1% | 0% | 0% | -1% | -2%&-2%
COc1ccc(OC)c(CNc2ccc3c(c2)nc(C)n3C)c1 | 8% | 0% | i | -8 | 9% | 10% | -9% | -1% | 1%
CC1=CC(=O)C=C(C)C1=NOC(=O)/C=C\c1ccccc1 | -17% | ? | · | 3 | -13% | 6% | 0% | -3% | 5.8µM*
Nc1ccccc1SCC(O)Cn1ccc2ccccc21 (configuration not stated) | -17% | -3% | i | -24 | -15% | 7% | 15% | -3% | -4%
O=C(N/N=C/c1ccccc1)c1c(O)c2ccccc2[nH]c1=O | -24% | 10% | ? | 13 | -7% | -36% | 23µM* | 2% | -5%
O=C(Nc1nnc([C@H]2C[C@H](O)[C@@H](CO)O2)s1)Nc1cccc(Cl)c1Cl | 17% | · | i | ? | 1% | 37% | 0% | 4% | ·
CN(C)c1ccc(NC(=O)c2ccc(COc3cccc(Cl)c3)o2)cc1 | -11% | ? | i | -14 | -14% | 10% | ? | -8% | -3%
CCN1CCN(S(=O)(=O)c2cc(C)c(OC)cc2C)CC1 | 17% | ? | i | -4 | 14% | 89%[activator] | 10% | -3% | -4%
O=C(C[n+]1ccccc1)Nc1ccccc1 | 11% | -2% | i | -26 | 15% | · | 2% | -15% | -7%
O=S(=O)(Cc1cc(NCc2ccccc2)nc(-c2ccncc2)n1)c1ccccc1 | -2% | -33%[inhibitor] | i | 55 | -2% | -14% | -15% | -29% | -27%
COc1ccc([N+](=O)[O-])cc1/C=N/NC(=O)/C(=C\c1cccs1)NC(=O)c1ccccc1 | 1% | -1% | i | -18 | -8% | ? | -24% | -11% | ?
Oc1ccc(C[C@@H]2CNCCN2CC2(c3ccccc3)CC2)cc1 | 2% | -22% | i | ? | -11% | -7% | -4% | -18% | ?
COCc1nnc(NC(C)=O)s1 | 0% | 6% | i | -1 | 0% | -3% | 1% | 15% | -3%
c1ccc2c(c1)oc1c(-c3ccc4nccn4c3)cccc12 | ? | · | ? | 23 | ? | 2% | -13% | -36% | ·
O=C(CN1CCOC1=O)N1CCCC(Nc2ccc(F)c(F)c2)C1 (configuration not stated) | 14% | 9% | i | 11 | 5% | 17% | 4% | 3% | -6%
NC(=NCCc1ccc(Cl)cc1)NS(=O)(=O)c1ccccc1 | -12% | 0% | i | 1 | 1% | -15% | -2% | 11% | 12%
CC(=O)C1=C(O)C(=O)N(CCN2CCOCC2)C1c1ccccc1 (configuration not stated) | -19%[9.24 µM] | -2% | i | 33 | 4% | 4% | 4% | -9% | 3%
Cc1ccc(S(=O)(=O)Nc2nc3ccccc3nc2NCC2CCCO2)c(C)c1 (configuration not stated) | -8% | 4% | i | 12 | 7% | -6% | 8% | -9% | -89%[inhibitor]
CC(C(=O)NCC1CCCCC1)N1CCN(S(=O)(=O)/C=C/c2ccccc2)CC1 (configuration not stated) | -8% | 1% | i | -20 | -3% | 16% | -17% | 3% | ?

Entries listed so far marked active in SW480 rereplic:
canonical_smiles	IL1B secr inh	SW480 rereplic
CC1=CC(=O)C=C(C)C1=NOC(=O)/C=C\c1ccccc1	3	5.8µM*

The list goes on.
SMILES | HT1080 IDH1KD tx | MCF10A rereplic | S2 tox | IL1B secr inh | HT1080-NT tox | ATXN2 expr inh | KB-3-1 cytotox | HepG2 tox | SW480 rereplic
COc1cc(/C=N/NC(=O)c2ccc(Cn3cc([N+](=O)[O-])cn3)o2)cc(Br)c1O | -7% | -33%[inhibitor] | i | -2 | -4% | -3% | 2% | -82% | ?
O=C(Nc1ccc2[nH]c3c(c2c1)CCCC3)c1ccco1 | -21% | -1% | i | -6 | -16% | 16% | ? | -30% | -2%
CC1CC1C(=O)OCC(=O)NCc1ccc(Cl)cc1Cl (configuration not stated) | 2% | 0% | i | 11 | -4% | 3% | 3% | -10% | -1%
Cc1ccc(NC(=O)COC(=O)C2CC2)c(Br)c1 | 23% | -2% | i | 9 | 12% | 6% | 3% | 6% | -1%
COc1ccc(C)cc1S(=O)(=O)NCCC1=CCCCC1 | -22% | -1% | i | 48 | 1%[9.24 µM] | -4% | -10% | 3% | -2%
C=CCn1c(C(CCCC)CC(C)O)n[nH]c1=S (configuration not stated) | -3% | 2% | i | -10 | 0% | 6% | 1% | 5% | -3%
Cc1ccc(NC(=O)CO/N=C(\N)c2nonc2N)cc1 | 12% | -2% | i | 0 | -1% | 7% | ? | -2% | -22%
CC(=O)N1CCN(c2ccc(NC(=O)c3ccc(N4CCCC4)c([N+](=O)[O-])c3)cc2Cl)CC1 | ? | 13% | ? | -21 | ? | ? | -3% | -11% | -4%
C/C(N)=C(/C#N)C(=O)CSc1nc(C2CCCCC2)n(-c2ccccc2)n1 | 0%&-16% | 14%&10% | ? | -6&10 | -21%&-15% | -1%&2% | -26%&7% | 3%&-4% | -5%&-3%
Cc1cccc(NC(=O)COC(=O)c2c(-c3ccccc3)noc2C)c1 | -8% | · | i | 0 | -7% | · | -2% | -13% | ·
Cc1nn(C(=O)c2ccccc2F)c(C)c1S(=O)(=O)N1CCOCC1 | · | · | i | · | · | 12% | 4% | -2% | ·
Cc1nn(C)c(Oc2cccc(Cl)c2)c1C(=O)Nc1ccc(F)cc1F | -8% | -5% | i | -6 | 3% | -10% | 0% | 2% | -6%
CCC(=O)N1CCc2cc(S(=O)(=O)NCCc3ccc(S(N)(=O)=O)cc3)ccc21 | -2% | 1% | i | -5 | 2% | -1% | -18% | 0% | 15%
COc1ccc(C2=NN(C(=O)COC(=O)c3ccc(S(C)(=O)=O)c([N+](=O)[O-])c3)C(c3ccco3)C2)cc1 (configuration not stated) | 15µM* | ? | · | -100* | ? | ? | ? | 8.9µM* | 12µM*
Fc1ccc(N2CCN(/C=C/c3nnnn3-c3ccccc3)CC2)cc1 | -10% | ? | i | 3 | -12% | -1% | -13% | -9% | 1%
Cc1nnc(SCCn2c(N3CC(C)CC(C)C3)nc3c2c(=O)[nH]c(=O)n3C)s1 (configuration not stated) | 3% | 0% | i | 24 | -2% | 3% | 8% | 0% | -3%
Cc1nc2sccn2c(=O)c1S(=O)(=O)NCC(C)c1ccccc1 (configuration not stated) | -4% | 21% | i | 5 | -8% | 2% | -5% | 3% | -3%
CCOC(=O)C1=CNS(=O)(=O)NC1c1ccc(C(=O)OC)cc1 (configuration not stated) | 3% | -46%[inhibitor] | i | 8 | 2% | 3% | -7% | -15% | -26%[9.22 µM]
Cc1cccc(C)c1N1CCN(C(=O)N2CCOCC2)CC1 | -21% | 0% | i | 11 | 14% | -8% | 0% | 5% | 0%
CCCCCn1c(=O)[nH]c2cc(C(=O)NCCCN(C)Cc3ccccc3)ccc2c1=O | 6% | 28% | ? | -21 | 0% | · | ? | -24% | ?
O=C(CN1CCN(S(=O)(=O)c2ccccc2C(F)(F)F)CC1)NCc1cccs1 | 5% | ? | i | -13 | -1% | -12% | -2% | -2% | -64%[inhibitor]
O=C(Nc1cccc(-c2cn3cccnc3n2)c1)c1cc(Br)ccc1Cl | · | · | i | · | · | -16% | ? | -16% | ·
CN(CC(=O)Nc1cccc(S(=O)(=O)N2CCCC2)c1)CC(=O)Nc1ccc(Cl)c(C(F)(F)F)c1 | 18µM* | ? | ? | -66* | 9.2µM* | ? | ? | -14% | ?
Cc1ccc2c(c1)C(CCN)C(=O)N2Cc1ccccc1 (configuration not stated) | -3% | 2% | i | -7 | -16% | -14% | 8% | 8% | -2%[9.22 µM]
c1ccc2c(-c3cccc4nccn34)cncc2c1 | -8% | · | i | -4 | 1% | 24% | 0% | 4% | ·
CCN(CC)CCn1c(=N)n(CC(O)c2ccco2)c2ccccc21 (configuration not stated) | 0% | -2% | i | -3 | -1% | · | 0% | -27% | -156%[inhibitor]
